MT1-MMP act inh = inhibitors of human MT1-MMP activation; GFP/RFP ratio change, % at 20 µM; hit rate 0.061% among 360,000; HT1080 RFP-PRO-GFP cells, GFP/RFP ratio fluorescence, overnight; percent of plate control window, DMSO zero; P50281;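 active = GFP/RFP ratio change of at least 30% with cell ATP level not reduced by more than half and red fluorescence within 50% of control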; note: strong numbers were not always called active
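Material: RFP-PRO-GFP reporter HT1080 cells. Dosing: single-point 20 µM compound, 1% DMSO. Controls: DMSO and RFP-L50D-GFP cell wells. Timing: cells overnight before dosing, compound overnight, 37 °C, 5% CO2. Measure: GFP/RFP fluorescence ratio.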
MsrA act = bovine methionine sulfoxide reductase A activation; purified bovine MsrA, absorbance read-out; activation, % at 10.6 µM; AID 602163; hit rate 0.3% among 360,000; in the data active = activation above about 7.5%;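 note: 0% = vehicle and 100% = reference activator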
FAS TE block = blocks the thioesterase domain of human fatty acid synthase; recombinant FAS-TE, OMFH fluorogenic substrate, fluorescence endpoint; inhibition, % at 15 µM; hit rate 0.67% among 360,000; AID 602261;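 active = compounds whose normalised, plate-corrected inhibition of enzyme fluorescence in the single-dose primary screen is 50% or more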;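 note: 0% = DMSO with enzyme and 100% = substrate without enzyme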
CendR NRP1 mod = NRP-1/CendR interaction modulation; AID 602438; hit rate 0.85% among 360,000; inhibition, % at 25 µM; FAM-RPARPAR peptide binding to NRP-1, fluorescence polarization; O14786;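 active = inhibition or corrected inhibition above about 18%, plus a signal ratio from 0.5 to 1.5, limit read from the data, passing the limit was not always enough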; note: strong numbers were not always called active
Target sequence (O14786 whole entry, looked up): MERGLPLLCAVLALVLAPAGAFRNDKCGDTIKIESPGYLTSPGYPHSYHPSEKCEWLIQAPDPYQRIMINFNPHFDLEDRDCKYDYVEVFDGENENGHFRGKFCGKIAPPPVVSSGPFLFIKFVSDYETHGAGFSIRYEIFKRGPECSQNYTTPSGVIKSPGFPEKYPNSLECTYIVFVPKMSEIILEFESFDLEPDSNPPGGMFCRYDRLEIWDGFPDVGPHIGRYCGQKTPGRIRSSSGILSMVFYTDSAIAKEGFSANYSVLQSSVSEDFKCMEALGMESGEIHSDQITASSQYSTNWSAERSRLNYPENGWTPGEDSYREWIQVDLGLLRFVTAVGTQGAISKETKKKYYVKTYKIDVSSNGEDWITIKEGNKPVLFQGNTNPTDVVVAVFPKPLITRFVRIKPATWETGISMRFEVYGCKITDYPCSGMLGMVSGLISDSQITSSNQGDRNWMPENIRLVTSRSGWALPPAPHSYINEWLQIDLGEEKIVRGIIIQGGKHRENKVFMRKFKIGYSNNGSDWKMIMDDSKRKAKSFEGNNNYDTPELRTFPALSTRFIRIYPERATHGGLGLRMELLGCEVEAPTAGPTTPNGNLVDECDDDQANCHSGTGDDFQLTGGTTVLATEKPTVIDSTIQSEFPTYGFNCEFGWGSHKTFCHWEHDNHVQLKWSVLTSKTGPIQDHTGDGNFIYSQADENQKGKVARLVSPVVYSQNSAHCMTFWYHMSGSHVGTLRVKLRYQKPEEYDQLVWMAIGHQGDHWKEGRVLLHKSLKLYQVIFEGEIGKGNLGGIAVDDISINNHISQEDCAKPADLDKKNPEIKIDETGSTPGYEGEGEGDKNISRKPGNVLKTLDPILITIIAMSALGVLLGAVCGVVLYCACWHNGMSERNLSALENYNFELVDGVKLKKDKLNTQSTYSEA
MsrA inhibitor = inhibitors of bovine MsrA. purified bovine MsrA, absorbance read-out. inhibition, % at 15.5 µM. hit rate 0.75% among 360,000. AID 651718; in the data active = inhibition above about 4.5%;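 note: 0% = vehicle wells with enzyme and 100% = reference inhibitor wells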
TbMetRS inhib = blocks T. brucei methionyl-tRNA synthetase activity. inhibition, % at 11.9 µM. AID 624268. hit rate 0.4% among 360,000. purified T. brucei MetRS, ATP depletion, Kinase-Glo luminescence;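 active = inhibition above a per-plate cutoff of the control wells' mean inhibition plus 3 SD, cut at about 5.5% in these data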;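 note: 0% = DMSO wells median and 100% = median of wells with control inhibitor compound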
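Test system – parasite MetRS enzyme · Reagent – substrates ATP, L-methionine and bulk Escherichia coli tRNA · Doses – 11.9 µM compound single dose, 0.9% DMSO · Times – 15 min enzyme-compound preincubation, 2 h reaction, 10 min detection, 25 °C · Signal – Kinase-Glo luminescence, ATP depletion format · Controls – DMSO-only wells as low control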
MLLE-PAM2 inh = inhibitors of microRNA-mediated deadenylation, human PABP1 MLLE binding; P11940; AID 588489; hit rate 0.36% among 360,000; inhibition, % at 20 µM; GST-MLLE / FITC-PAM2 fluorescence polarization; in the data active = inhibition above about 35%, passing the limit was not always enough;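 note: plate controls were DMSO wells with GST-MLLE for no effect and wells lacking GST-MLLE protein for full effect; some results filed as inactive read as strong as hits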
E coli Lon inh = inhibits E. coli Lon protease; P0A9M0; purified E. coli Lon protease, fluorescence polarization; inhibition, % at 7.94 µM; hit rate 0.42% among 360,000; AID 602123; in the data active = inhibition above about 13%, passing the limit was not always enough;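 note: 0% = enzyme with probe and DMSO and 100% = no enzyme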
SKN-1 inh = C. elegans SKN-1 inhibition; inhibition, % at 21.8 µM; AID 624304; hit rate 0.49% among 360,000; C. elegans VP596 Pgst-4::GFP/RFP ratio, acrylamide-induced, 24 h;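 active = interference check ratio from 0.5 to 1.5 plus GFP to RFP signal ratio inhibition reaching or exceeding a fixed threshold, cut at about 30% in these data, passing the limit was not always enough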; note: some compounds called inactive have numbers as strong as hits
* = called active by the depositor; x = no result given.

molecule	MT1-MMP act inh	MsrA act	FAS TE block	CendR NRP1 mod	MsrA inhibitor	TbMetRS inhib	MLLE-PAM2 inh	E coli Lon inh	SKN-1 inh
Cc1ncoc1C(=O)NCC1=C(c2ccc(S(C)(=O)=O)cc2)C[C@@H]2CC[C@H]1N2Cc1ccco1	-1	-1	-10	-14	-0.2	-0.9	0	6	6
CC(C)n1c(=O)c(C=Nc2ccc(S(N)(=O)=O)cc2)c(O)n(Cc2ccco2)c1=O	-44	-13	-8	-7	2.3	-1.3	-53	-265	-2
CN1CCN(c2ccc(N)c(N3CCN(C)CC3)c2)CC1	3	0	-15	6	0.7	-0.4	-9	2	8
CCCN1C2CCCC1CC(NC(C)=O)C2 (configuration not stated)	1	2	-5	-8	-0.2	-0.2	-2	-1	-2
Cc1c(C)c2ccc(OCC(=O)N3CCN(Cc4ccccc4)CC3)cc2oc1=O	4	-5	-4	-2	1.3	0.0	13	-4	-5
CC(NS(=O)(=O)OCC(Cl)(Cl)Cl)c1ccccc1 (configuration not stated)	-3	-1	-3	8	-0.3	-0.3	0	1	0
CSc1ccc(C(=O)C2CCCN(Cc3cnc(SC)nc3)C2)cc1 (configuration not stated)	1	-10	13	10	0.5	-0.4	16	-1	1
CN1CCN(C(=O)COc2ccc(Oc3ccccc3)cc2)CC1	1	-3	-5	4	-0.6	-0.3	4	-1	10
COC(=O)C1C2CC[C@@H](CC1OC(=O)c1ccccc1)N2 (some centres not stated)	-3	1	6	-6	x	0.8	12	-4	-1
CC(CCc1ccccc1)NCCC#N (configuration not stated)	0	-4	-6	-4	0.6	-0.3	2	8	-6
Cc1ccc2c(c1)C1CN(C)CCC1N2S(=O)(=O)c1ccccc1 (configuration not stated)	-9	-2	-4	-4	0.1	0.0	-6	-1	4
O=C(COc1ccc(Cl)cc1)N1CCN(Cc2ccc([N+](=O)[O-])cc2)CC1	-5	-2	14	-11	-0.5	0.5	0	4	4
CNC(=O)Oc1ccc(-c2cn3cc(C)ccc3n2)cc1	1	-10	-9	-2	2.2	-3.4	11	-12	-4
COC(=O)C1=C(c2ccc(OC)c(OC)c2)C[C@@H]2CC[C@H]1N2C(=O)N1CCCCC1	-3	-9	-12	8	0.3	-0.5	12	8	-1
Cn1nc(N)c2c1N=P(N1CCOCC1)(N1CCOCC1)N=C2c1ccccc1	5	-3	-9	-3	1.0	-0.1	3	2	4
COC(=O)C1=C(c2ccc(F)cc2F)C[C@@H]2CC[C@H]1N2C(=O)NCc1ccc(C(F)(F)F)cc1	1	-1	37	-6	-0.1	0.1	-6	9	11
O=C(CN1CCCCC1)c1ccc(OC(F)F)cc1	-1	-9	-4	3	-0.7	-0.9	3	0	12
C#CC1(O)CCC2C3CCC4=CC(=O)CCC4=C3C=CC21C (configuration not stated)	0	-6	-3	0	4.3	0.2	-1	-14	18
COc1cccc(-c2nc(CS(=O)CC(=O)N3CCC4(CC3)OCCO4)c(C)o2)c1 (configuration not stated)	3	-2	-13	-3	0.0	-1.1	9	5	-11
O=c1[nH]c2ccccc2n1C1CCN(C(c2ccccc2)c2nnnn2-c2ccc3c(c2)OCCO3)CC1 (configuration not stated)	-18	-1	40	-2	0.0	-0.8	-4	-9	3
CCCC(=O)Nc1ccc(N2CCN(CC)CC2)c(Cl)c1	0	-1	-5	-10	0.5	0.4	10	-5	27
CCC1(c2ccccc2)C(=O)NC(=S)NC1=O	0	1	-1	-2	-0.8	-0.3	25	-3	2
BrCC(Br)(Br)Br	-2	-2	-1	4	0.6	-0.6	-38	4	-1
CC[N+](CC)(CC)CC	0	0	-2	4	-0.8	-0.9	14	0	-4
O=C1NC(=O)N(Cc2ccco2)C(=O)/C1=C\c1cccn1CCOc1ccc(Cl)cc1	-20	-4	-7	-85	-0.3	0.0	-21	-53	-27
COc1cccc(CN2CCCCC2c2cccnc2)c1 (configuration not stated)	-1	-1	-4	-13	-0.1	-0.2	-6	7	11
COc1nc(C)nc(NC(=O)NS(=O)(=O)c2ccccc2Cl)n1	2	-4	-4	4	0.6	-0.2	2	-4	2
CCS(=O)(=O)Nc1cccc(C(=C2CCCCC2)c2cnc[nH]2)c1	0	-1	8	-5	2.1	0.1	-1	-8	2
O=P(/C=C1\OCc2ccccc21)(Oc1ccccc1)Oc1ccccc1	-1	x	x	11	0.9	-1.0	x	x	2
COc1ccc(-c2cc(=NCCC(=O)O)c3cc(C)ccc3o2)cc1	1	-5	0	8	4.8*	-0.3	-1	6	16
COCCN1C(=O)/C(=C/c2c(OC)cc(OC)cc2OC)C(=O)N(c2ccccc2)C1=O	-7	-2	-7	-30	-0.8	0.1	-8	-17	-1
O=C1NC(=O)N(CCc2ccc(F)cc2)C(=O)/C1=C\C=C\c1ccccc1	-34	-4	1	-14	0.1	-0.2	-12	-60	-8
CCCN1CCC(NC2CCC(O)CC2)CC1 (configuration not stated)	-4	-3	-6	-7	1.5	-0.3	19	0	1
COC(=O)C1=C(c2cc3ccccc3o2)C[C@@H]2CC[C@H]1N2C(=O)N1CCOCC1	6	-4	-10	-1	-0.3	0.4	7	-1	-5
O=C(c1ccncc1)C12CN3CN(CN(C3)C1)C2	-5	-2	-7	10	1.1	0.6	0	9	-14
COc1ccccc1CNCCc1cccc(Cl)c1	1	-3	-8	-10	2.1	-0.2	2	-7	-5
CCOc1ccccc1-n1c(O)c(C=NCc2ccc3c(c2)OCO3)c(=O)[nH]c1=O	-2	7	-4	7	0.2	0.4	-8	-1	4
COc1ccc(NC(=O)N2C[C@@H]3C[C@@H](C2)c2cccc(=O)n2C3)c(OC)c1	6	-9	-6	5	-0.1	-2.1	-1	-11	11
Cc1ncc([N+](=O)[O-])n1CCOc1nonc1N	1	-5	-3	-6	1.6	0.4	1	0	3
Cc1[nH]c2ccccc2c1CN1CCCCC1	-2	-4	-3	-3	0.1	-0.2	-8	1	1
CC(C)[C@@]1(NC(=O)[C@@H]2C[C@@H]3c4cccc5[nH]cc(c45)C[C@H]3N(C)C2)O[C@@]2(O)[C@@H]3CCCN3C(=O)[C@H](Cc3ccccc3)N2C1=O	-5	-2	43	-20	-0.4	-0.3	1	-15	-2
Cc1ccc(OC(=O)N(C)C[C@@H]2OCc3cnnn3CCCC(=O)N([C@H](C)CO)C[C@H]2C)cc1	3	-1	-9	-7	-0.9	-0.7	12	-4	1
COC(=O)c1cccc(NC(=O)N2C[C@H]3C[C@@H](C2)c2cccc(=O)n2C3)c1	-2	-2	-5	2	-0.4	1.2	-1	-6	0
Cc1cccc(C)c1-n1nnnc1C(c1cccs1)N1CCC2(CC1)C(=O)NCN2c1ccccc1 (configuration not stated)	-5	0	37	6	0.8	0.1	1	-11	1
C[C@]12C=CC(=O)C=C1CC[C@@H]1[C@@H]2CC[C@]2(C)C(=O)CC[C@@H]12	3	-8	-4	-1	-0.2	-2.0	1	1	-8
COc1ccc(Cc2c(O)[nH]c(=O)[nH]c2=O)c(OC)c1	0	-4	-4	-2	0.1	0.2	8	-10	2
N#CC12CNCC1CN=N2 (configuration not stated)	-4	-2	-4	10	0.5	0.0	19	-1	-2
CCOP(=S)(OCC)SCOC(=O)NCC(=O)OC	0	-3	-5	-22	-1.1	-1.4	13	1	-7
CCC(=NCc1cccnc1)c1c(O)n(C2CCCCC2)c(=O)[nH]c1=O	-2	0	-3	-7	1.0	-0.7	-7	-5	-5
O=Cc1cn(Cc2c(F)cccc2Cl)c2ccccc12	-3	-3	14	-4	-0.9	-0.2	-8	1	0
O=C(CSc1ccccc1)N1CCC2(CC1)OCCO2	3	2	-6	-10	-0.6	-0.2	14	1	16
Cc1ccccc1CN1Cc2cnnn2-c2ccccc2C1C#N (configuration not stated)	7	1	25	0	0.1	0.3	12	0	-11
O=c1[nH]c2ccccc2n1C1CCN(C(c2cccc3ccccc23)c2nnnn2Cc2ccccc2)CC1 (configuration not stated)	-15	-3	80*	2	3.9	-0.1	-1	1	-6
Cc1ccc2occ(CN3CC4CC(C3)c3cccc(=O)n3C4)c(=O)c2c1 (configuration not stated)	4	-2	0	5	1.7	0.2	4	-2	2
CN1C(=O)C(=Cc2ccc(OCC(=O)Nc3ccccc3)cc2)C(=O)N(C)C1=O	1	-15	-1	-13	x	0.1	17	-4	28
CC(C)c1ccc(N2C(=O)NC(=O)/C(=C/C=C/c3ccco3)C2=O)cc1	-43	-4	-11	-177	0.0	-0.2	-110	-189	17

(listing goes on)
molecule	MT1-MMP act inh	MsrA act	FAS TE block	CendR NRP1 mod	MsrA inhibitor	TbMetRS inhib	MLLE-PAM2 inh	E coli Lon inh	SKN-1 inh
Cc1cc(OCC(=O)NC2CCS(=O)(=O)C2)c2c3c(c(=O)oc2c1)CCC3 (configuration not stated)	3	-2	0	-5	0.7	0.1	-4	4	10
NCCCN1CCN(c2ccccc2)CC1	-7	-2	-4	-10	-0.6	-0.4	-2	8	3
COC(=O)C1=C(c2ccccc2)C[C@@H]2CC[C@H]1N2C(=O)NC(C)C	1	-3	-13	-13	0.2	-0.1	22	-2	4
CN/C=C(/Cl)P(=O)(OC(C)C)OC(C)C	-2	-4	-4	3	0.1	-1.0	-8	-5	3
CC(=O)c1ccc2c(c1)C1C(Cl)C(Sc3ccccc3[N+](=O)[O-])CC1C(c1ccccc1)N2 (configuration not stated)	6	-11	16	3	0.5	-0.8	17	5	-4
Cc1ccccc1CC(=O)N(CCN(C)C)CC1CCCN(Cc2ccccc2F)C1 (configuration not stated)	1	-1	-8	4	-0.4	-0.4	-12	1	5
O=C(NC1CCCCC1)N1C[C@H]2C[C@@H](C1)c1cccc(=O)n1C2	1	-9	-8	0	0.5	-1.5	9	-5	-15
CCN1C(=O)/C(=C/c2ccc(N(CC)CC)cc2OC)C(=O)NC1=S	0	-5	-3	-117	3.3	-0.3	-142	-40	45*
CCCCn1nnnc1C(CCSC)N1CCC2(CC1)C(=O)NCN2c1ccccc1 (configuration not stated)	-1	1	0	15	-0.5	-0.3	4	1	1
CCCC1=C(C(=O)OCC)C2(C(=O)Nc3ccc(C)cc32)C(C#N)=C(N)O1 (configuration not stated)	0	-1	-1	-4	-0.5	-0.1	2	-1	15
O=C(NCC1=C(c2ccc3ccccc3c2)C[C@@H]2CC[C@H]1N2Cc1ccco1)c1ccncc1	-3	-2	-3	-5	0.3	-0.8	3	-7	-4
O=C(N/N=C/c1c(O)n(C2CC2)c(=S)[nH]c1=O)c1ccccc1Cl	17	-2	-4	1	2.7	0.3	11	-1	5
C#CCN(C)[C@H](C)Cc1ccccc1	0	-3	-1	8	0.8	-1.1	-9	-12	1
COc1cc(/C=C2\C(=O)NC(=O)N(c3ccc(C)cc3)C2=O)cc(OC)c1O	-9	-4	-5	0	0.6	0.1	8	-16	-2
COC(=O)C1=C(C)OC(N)=C(C#N)C12C(=O)Nc1ccccc12 (configuration not stated)	2	-2	-3	9	0.5	-0.5	1	-8	-10

Source: PubChem BioAssay (several laboratories)

An excerpt; rates above refer to the full screens.
